# E-sel TNF inh: TNF alpha driven E-selectin expression inhibition | HUVEC TNFa-induced E-selectin immunofluorescence, high content | inhibition, % at 2 µM | hit rate 0.71% among 120,000;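 active = inhibition above the batch mean plus 3 SD, and confirmed as a hit on visual image review, cut at about 43% in these data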;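 also: 0% = TNF-stimulated DMSO wells and 100% = unstimulated control wells; not every result past the cut was called active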
# GALR2 antag: GALR2 (human) receptor antagonism | hit rate 0.39% among 140,000 | O43603 | GALR2-expressing cells, antagonist mode | inhibition, % at 4 µM; in the data active = inhibition above about 27%;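 also: cells stimulated with galanin 1-16 at roughly its EC80; 0% = agonist challenge control and 100% = basal control without agonist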
# Target sequence (O43603 whole entry, looked up): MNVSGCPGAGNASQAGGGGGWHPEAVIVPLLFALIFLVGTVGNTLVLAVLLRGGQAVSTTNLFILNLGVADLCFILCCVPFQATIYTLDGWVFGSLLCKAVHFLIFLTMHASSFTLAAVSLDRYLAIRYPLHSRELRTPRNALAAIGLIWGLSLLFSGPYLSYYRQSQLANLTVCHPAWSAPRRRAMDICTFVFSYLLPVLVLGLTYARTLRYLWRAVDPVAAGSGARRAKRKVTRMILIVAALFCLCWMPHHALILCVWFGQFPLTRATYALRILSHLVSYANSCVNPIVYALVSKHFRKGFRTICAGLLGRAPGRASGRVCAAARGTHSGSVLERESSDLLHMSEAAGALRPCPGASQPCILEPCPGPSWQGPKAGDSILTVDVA
# NPY Y2 blocker: NPY-Y2 (human) receptor antagonism | P49146 | NPY-Y2 expressing cells, antagonist mode | inhibition, % at 2.7 µM | hit rate 0.99% among 140,000; in the data active = inhibition above about 17%;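 also: 0% = vehicle with agonist challenge and 100% = reference antagonist with challenge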
# Target sequence (P49146 whole entry, looked up): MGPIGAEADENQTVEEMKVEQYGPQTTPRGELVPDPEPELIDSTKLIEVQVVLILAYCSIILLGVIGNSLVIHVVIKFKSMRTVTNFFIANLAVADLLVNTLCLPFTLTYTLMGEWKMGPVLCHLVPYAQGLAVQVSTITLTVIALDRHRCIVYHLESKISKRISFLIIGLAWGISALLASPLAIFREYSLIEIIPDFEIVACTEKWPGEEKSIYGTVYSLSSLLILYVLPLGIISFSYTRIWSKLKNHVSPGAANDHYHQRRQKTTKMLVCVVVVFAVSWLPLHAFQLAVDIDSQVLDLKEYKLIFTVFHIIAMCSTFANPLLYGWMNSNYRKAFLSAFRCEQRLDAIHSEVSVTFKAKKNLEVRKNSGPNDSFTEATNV
# * marks the source's active call; other numbers are inactive results. An excerpt. The share of hits here may be higher or lower than overall.
nr	NPY Y2 blocker	GALR2 antag	E-sel TNF inh	structure
1	1	5	5	O=C1c2ccccc2C(=O)N1Cc1nc2ccccc2c(=O)n1CCN1CCOCC1
2	0	11	14	Cc1cc(C)n(-c2nc3c(c(=O)n(C)c(=O)n3C)n2CC(O)COc2ccccc2C)n1 (centres undefined)
3	3	-10	-14	CCCn1c(=O)c2ccccc2n2c(SCc3cc(=O)n4ccsc4n3)nnc12
4	1	5	-21	Cc1ccc(C(=O)N2CCN(C(=O)c3ccc(C)c(C)c3)C(C)C2)cc1C (centres undefined)
5	3	-7	-11	O=C(Nc1ccccc1-c1nnn(CC(=O)N2CCCc3ccccc32)n1)c1cccc(Cl)c1
6	8	8	-6	COC(=O)C1=C(N)Oc2cc(C)n(Cc3ccncc3)c(=O)c2C1c1cccnc1 (centres undefined)
7	0	2	5	CCc1nc(SCc2nnc(-c3ccc(C)cc3)o2)c2c(C)c(C)sc2n1
8	-1	9	4	O=c1[nH]c(SCc2cc(=O)n3ccccc3n2)nc2c1CCC2
9	1	-1	21	O=C(c1ccc2c3c(cccc13)CC2)N1CCN(c2ncccn2)CC1
10	1	7	-17	COc1ccc(C2c3c(oc4ccccc4c3=O)C(=O)N2Cc2ccncc2)cc1OC (centres undefined)
11	10	-9	8	CC1CCN(Cc2nc3c(c(=O)n(C)c(=O)n3C)n2CCc2ccccc2)CC1
12	2	7	-13	O=C(O)C1CCC(CNCc2cccnc2)CC1 (centres undefined)
13	1	-14	11	O=C(NC1CCCCC1)N1CCN(Cc2nc3ccccc3c(=O)[nH]2)CC1
14	1	-2	-10	Brc1ccc(C2=Nn3c(nnc3-c3ccncc3)SC2)cc1
15	3	14	-66	O=C(CCc1ccccc1)Nc1c(F)cccc1F
16	1	26	-37	Oc1ccc2ccc3cccc[n+]3c2c1
17	2	7	-7	Cc1ccc(S(=O)(=O)c2cc3c(=O)n4ccccc4nc3n(CC3CCCO3)c2=N)cc1 (centres undefined)
18	1	11	4	CC(C)(C(=O)c1ccccc1)/[N+]([O-])=C/c1ccccc1F
19	4	-2	11	CCOC(=O)c1ccc2c(c1)N(CC)/C(=C\C=C1/SC(=S)N(CC)C1=O)N2CC
20	1	0	68*	O=c1cc(CO)oc(C(Nc2ccccn2)c2ccccc2F)c1O (centres undefined)
21	7	-9	-17	Cn1c(COc2ccc(Cl)cc2)nnc1SCC(=O)NC1CCCCC1
22	1	1	25	Cc1ccc(C(=O)N2CCN(c3ncnc4c3cnn4-c3ccccc3)CC2)cc1
23	2	-4	-23	Cn1c(=O)oc2cc(S(=O)(=O)N3CCN(C(=O)c4ccco4)CC3)ccc21
24	1	-32	5	Cc1c(NC(=O)CC2CC(C)OC2=O)c(=O)n(-c2ccccc2)n1C (centres undefined)
25	3	-12	-19	Cn1c(-c2ccccc2Br)n[nH]c1=S
26	0	5	-3	CCOC(=O)N1CCC(NC(=O)C2CCC(Cn3c(=O)[nH]c4ccccc4c3=O)CC2)CC1 (centres undefined)
27	4	-1	3	CCOC(=O)c1sc(N2C(=O)C(O)=C(C(=O)c3ccco3)C2c2ccccc2)nc1C (centres undefined)
28	10	-1	-6	COC(=O)c1ccccc1NC(=S)NC(=O)COc1ccc(C)cc1
29	1	-3	-9	COC(=O)c1ccc(C(=O)OC)c(NC(=O)c2cc3ccccc3o2)c1
30	2	-21	-9	Cc1ccc(-c2nnn(CC(=O)N(CC(=O)NC3CCCCC3)c3cnc4ccccc4c3)n2)o1
31	-2	20	5	Cc1nc(Nc2nc(=O)c3ccccc3n2C)nc2c(C)cccc12
32	0	-4	-2	CCn1c(=O)c(C(=O)Nc2cccnc2)c(O)c2ccccc21
33	2	11	2	O=C(NCC(=O)N(c1ccccc1)C(C(=O)NC1CCCC1)c1ccncc1)c1ccco1 (centres undefined)
34	1	1	-17	CSc1ccc(CN2CCC(O)CC2)cc1
35	5	-8	-26	C=C(C)C1Cc2c(C)nn(-c3cc(C)c4ccccc4n3)c2C1 (centres undefined)
36	2	9	-40	O=C(NC1(C(F)(F)F)C(=O)Nc2c1c(=O)[nH]c(=O)n2-c1ccccc1)c1ccncc1 (centres undefined)
37	0	-8	-32	Cc1nnc(SCCn2c(N3CCC(C)CC3)nc3c2c(=O)n(C)c(=O)n3C)s1
38	2	5	-1	c1ccc(-c2nnc(Cn3c4ccccc4c4nc5ccccc5nc43)o2)cc1
39	-2	-6	18	O=C(Nc1ccc(NC(=S)NC(=O)c2ccccc2Cl)cc1)c1cccc(Cl)c1
40	3	7	18	Cn1c(OCc2ccc3c(c2)OCO3)nc2c1c(=O)n(Cc1cccc(Cl)c1)c(=O)n2C
41	2	0	-7	CSc1nc(-c2ccccc2)nc2[nH]ccc(=O)c12
42	1	15	-12	NC(=O)CSc1nnc(CCc2nc3ccccc3[nH]2)n1-c1ccccc1
43	17*	-7	-28	Cn1c(=O)c2c(nc(CN3CCN(c4cccc(Cl)c4)CC3)n2CCc2ccccc2)n(C)c1=O
44	2	-12	-18	CC12CCC(C(=O)N3CCN(C(=O)C45CCC(C)(C(=O)O4)C5(C)C)CC3)(OC1=O)C2(C)C
45	0	2	-8	O=C1c2ccc(-c3nc4ccccc4o3)cc2C(=O)N1Cc1cccnc1
46	1	4	3	CN(C)CCCN1C(=O)C(=O)/C(=C(/O)c2ccc3c(c2)OCO3)C1c1ccccn1 (centres undefined)
47	1	0	-8	Cc1ccc(NCc2nnc(SCC(=O)N3CCCCC3)n2CC2CCCO2)c(C)c1 (centres undefined)
48	1	-2	7	COc1ccc(Br)cc1C(=O)Nc1cccc(-c2nnc(-c3ccco3)o2)c1
49	8	-9	-5	O=C(CSc1nc(N2CCCCC2)nc(N2CCCCC2)n1)NC1CCCCC1
50	1	6	-2	O=C(CSc1ncnc2c1oc1ccccc12)NCC1CCCO1 (centres undefined)
51	1	-7	29	O=c1c2cnn(-c3ccccc3)c2ncn1/N=C/c1ccncc1
52	-1	-6	-3	C=CCOc1ccccc1/C=c1\sc2nc(-c3oc4ccccc4c3C)nn2c1=O
53	6	-1	-4	CC(C)N(C(=O)c1ccc2nc3c4ccccc4c4ccccc4c3nc2c1)C(C)C
54	1	-1	3	CCCN1C2=C(C(=O)CCC2)C(c2ccc(F)cc2)C2=C1c1ccccc1C2=O (centres undefined)
55	3	-1	-24	Cc1ccc(NC(=O)N(C2=NCC(C)S2)c2ccccc2)cc1 (centres undefined)
56	1	-6	1	CNC(=O)CSc1nnc(-c2cc3c(C)nn(-c4ccccc4)c3s2)n1C
57	1	-3	11	CC(C)(C(=O)c1ccccc1)/[N+]([O-])=C/c1ccccc1
58	1	-2	-15	COc1ccc(-n2c3c(cc(C(=O)Nc4ccc(C)cc4)c2=O)C(=O)CCC3)cc1
59	0	-3	-7	C=CCNc1ncnc2ccccc12
60	2	8	5	Cc1cc(C(=O)N2CCN(c3ncccn3)CC2)sc1-c1ccccc1

# The list goes on:
nr	NPY Y2 blocker	GALR2 antag	E-sel TNF inh	structure
61	2	-8	-9	COc1c(Cl)cc(Cl)cc1C(=O)Nc1ccccc1N1CCN(C(C)=O)CC1
62	1	-6	1	Cc1ccc(/C(O)=C2\C(=O)C(=O)N(CCCN(C)C)C2c2ccccn2)cc1 (centres undefined)
63	9	0	-6	Nc1nc(-c2ccccc2)nc(-c2ccccc2O)n1
64	0	-2	-6	Cc1ccc2nc(CSc3nnc(-c4ccco4)n3-c3ccccc3)cc(=O)n2c1
65	-1	0	-1	COc1cccc(CC(NC(C)=O)C(=O)NC2CCN(c3c4c(nc5ncnn35)CCC4)CC2)c1 (centres undefined)
66	0	8	-6	O=C(CN1C(=O)CCC1=O)Nc1nc2c(F)cc(F)cc2s1
67	3	-1	-13	COc1cccc(C2CC(c3ccccc3Cl)Nc3ncnn32)c1 (centres undefined)
68	6	6	-21	COc1cc(NC(=O)CC(C)C)ccc1NC(=O)c1ccco1
69	7	-7	24	COCCn1nnnc1CN(CCc1ccccc1)Cc1cc2cc(OC)ccc2[nH]c1=O
70	3	12	-2	CCCCCCCCCCNC(=O)CCn1[nH]c(=O)c2ccccc2c1=O
71	5	8	2	O=C(Nc1ccc2c(c1)Cc1ccccc1-2)c1cc2ccccc2o1
72	5	2	-3	CCC1(C)Cc2c(sc3c2c(=O)n(C)c2nnc(SCC(=O)c4ccc(Cl)cc4)n32)CO1 (centres undefined)
73	2	-1	-8	Cn1c(=O)c2c(nc(N3CCCCC3)n2CCSc2nc3ccccc3o2)n(C)c1=O
74	1	-7	31	Cc1nc2ccccc2c(=O)n1NC(=O)Cc1ccccc1
75	4	18	-13	Cc1nn2c(=O)nc3sc4c(c3c2[nH]c1=O)CCCC4
76	3	0	-12	c1nc(NCC2CCCO2)c2[nH]cnc2n1 (centres undefined)
77	2	-2	-38	CCOC(=O)CSc1snnc1C
78	-1	16	1	Cc1cccc(NC(=O)CSc2nccn2C)c1
79	3	-4	-17	O=C(c1cn(-c2ccccc2)nc1-c1ccncc1)n1nnc2ccccc21
80	4	-11	-39	COc1ccc(Nc2nc(C(C)(C)C)nc3c2nnn3Cc2ccccc2Cl)cc1OC
81	1	-17	-1	Cc1c(-n2c(CN3C(=O)c4ccccc4C3=O)nc3ccccc3c2=O)c(=O)n(-c2ccccc2)n1C
82	1	-1	-32	N#Cc1c(SCC(N)=O)nc2c(c1-c1ccc(OCc3ccccc3)cc1)CCCC2
83	3	-4	-13	CCOCCCn1c(=N)c(C(=O)Nc2cc(C)on2)cc2c(=O)n3ccccc3nc21
84	1	3	-9	COc1cc(OC)c(C(=O)Nc2ncn[nH]2)cc1OC
85	2	10	-15	O=c1[nH]c(CN2CCCCC2)nc2c1C1(CCCC1)Cc1ccccc1-2
86	-4	-11	-26	Cc1ccccc1Cn1c(=O)c2c(nc3n2CCCN3Cc2ccccc2)n(C)c1=O
87	2	1	-11	O=C1CC(=C2c3ccccc3-c3ccccc32)C(=O)N1CCN1CCN(c2ccccc2)CC1
88	0	4	14	CCCOc1ccc(C2C(C(=O)c3ccc(C)o3)=C(O)C(=O)N2CCCn2ccnc2)cc1 (centres undefined)
89	3	11	8	CSc1nc2sc3c(c2c2nnnn12)CC(C)(C)OC3
90	10	11	11	CN(C)N=Nc1ccc(S(=O)(=O)N2CCSC2C(=O)O)cc1 (centres undefined)
91	1	-7	2	c1ccc(-c2nnc(-c3cccc(-c4nnc(-c5ccccc5)o4)c3)o2)cc1
92	4	9	-1	CC(=O)N1CCc2cc(S(=O)(=O)NCCC3=CCCCC3)ccc21
93	3	0	0	CCC(=O)Oc1c(-c2ccccc2)c2nc3ccccc3nc2c2ccccc12
94	1	11	-3	COc1ccc(-c2nn(C)c(=O)c3ccccc23)cc1CNC(=O)CN1CCOCC1

# Compounds listed so far containing a furan ring, fused or not (twelve):
nr	NPY Y2 blocker	GALR2 antag	E-sel TNF inh	structure
23	2	-4	-23	Cn1c(=O)oc2cc(S(=O)(=O)N3CCN(C(=O)c4ccco4)CC3)ccc21
27	4	-1	3	CCOC(=O)c1sc(N2C(=O)C(O)=C(C(=O)c3ccco3)C2c2ccccc2)nc1C (centres undefined)
29	1	-3	-9	COC(=O)c1ccc(C(=O)OC)c(NC(=O)c2cc3ccccc3o2)c1
30	2	-21	-9	Cc1ccc(-c2nnn(CC(=O)N(CC(=O)NC3CCCCC3)c3cnc4ccccc4c3)n2)o1
33	2	11	2	O=C(NCC(=O)N(c1ccccc1)C(C(=O)NC1CCCC1)c1ccncc1)c1ccco1 (centres undefined)
48	1	-2	7	COc1ccc(Br)cc1C(=O)Nc1cccc(-c2nnc(-c3ccco3)o2)c1
50	1	6	-2	O=C(CSc1ncnc2c1oc1ccccc12)NCC1CCCO1 (centres undefined)
52	-1	-6	-3	C=CCOc1ccccc1/C=c1\sc2nc(-c3oc4ccccc4c3C)nn2c1=O
64	0	-2	-6	Cc1ccc2nc(CSc3nnc(-c4ccco4)n3-c3ccccc3)cc(=O)n2c1
68	6	6	-21	COc1cc(NC(=O)CC(C)C)ccc1NC(=O)c1ccco1
71	5	8	2	O=C(Nc1ccc2c(c1)Cc1ccccc1-2)c1cc2ccccc2o1
88	0	4	14	CCCOc1ccc(C2C(C(=O)c3ccc(C)o3)=C(O)C(=O)N2CCCn2ccnc2)cc1 (centres undefined)
